Screening results deposited in PubChem by NCI.
NCI-60 one-dose screen, 48 h, at 10 µM unless noted. Numbers give growth in % (100 = growth as untreated, 0 = no growth, -100 = all killed).
TK-10: TK-10 renal cancer cells; hit rate 3.9% among 81,000
SF-295: SF-295 CNS cancer cells. hit rate 5.6% among 79,000. AID 1794758
SN12C: SN12C renal cancer cells; hit rate 3.8% among 81,000; AID 1794767
PC-3: PC-3 prostate cancer cells. hit rate 3.9% among 80,000. AID 1794754
U251: U251 CNS tumor cells. hit rate 5.4% among 80,000
786-0: 786-0 renal cancer cells; hit rate 5.1% among 81,000
UO-31: UO-31 renal cancer; AID 1794768; hit rate 5.2% among 81,000
DU-145: DU-145 prostate cancer; hit rate 4.2% among 81,000
SF-539: SF-539 CNS cancer; hit rate 6.8% among 81,000
Numbers without * were called inactive; & = joins results of further samples; ! = not active in a repeat. The calls were made as follows: active = growth percent below 10; inactive = the rest.

What do the screens show for `CC1(O)c2ccccc2-c2ccccc2C1(C)O` (stereo not drawn)?
TK-10: 107; SF-295: 101; SN12C: 106; PC-3: 101; U251: 101; 786-0: 100; UO-31: 84; DU-145: 119; SF-539: 98

How did COc1cc(-c2nn(-c3cccc(NC(=O)Nc4ccc(Cl)c(Cl)c4)c3)cc2-c2ccncc2)ccc1Cl do in these assays?
TK-10: 11; SN12C: 11; PC-3: -18*; U251: -6.0*; 786-0: 15; UO-31: 16; DU-145: 20; SF-539: 12

How did O=C(O)Cc1nnc(CCC(=O)c2nc3ccccc3[nH]2)o1 do in these assays?
TK-10: 118; SF-295: 102; SN12C: 96; PC-3: 93; U251: 102; 786-0: 101; UO-31: 85; DU-145: 109; SF-539: 106

Results for CC(=O)/C=C/c1cc2cc(C)ccc2[nH]c1=O ?
TK-10: 100; SF-295: 100; SN12C: 85; PC-3: 94; U251: 76; 786-0: 84; UO-31: 84; DU-145: 77; SF-539: 89

What do the screens show for `Cc1ccc2c(c1)=NC(=O)/C(=C\c1sc(Nc3ccc(S(N)(=O)=O)cc3)nc1O)C=2`?
TK-10: 89; SF-295: 101; SN12C: 98; PC-3: 101; U251: 98; 786-0: 94; UO-31: 93; DU-145: 98; SF-539: 105

What do the screens show for `O=C(/C=C/c1cccnc1Cl)c1c(O)ccc2ccccc12`?
TK-10: 99; SF-295: 85; SN12C: 78; PC-3: 82; U251: 76; 786-0: 84; UO-31: 74; DU-145: 98; SF-539: 79

What do the screens show for `N#CC1C(=O)SC2c3ccccc3C(=O)c3ccccc3C12` (stereo not drawn)?
TK-10: 100; SF-295: 113; SN12C: 101; PC-3: 82; U251: 92; 786-0: 97; UO-31: 90; DU-145: 107; SF-539: 114

How did COc1ccc(NC(=O)CSc2nnc(-c3cc(-c4ccc(Cl)cc4)nc4ccccc34)n2-c2ccccc2)cc1 do in these assays?
TK-10: 116; SF-295: 95; SN12C: 85; PC-3: 61; U251: 91; 786-0: 92; UO-31: 70; DU-145: 96; SF-539: 92

What do the screens show for `C=C(c1ccc(C(=O)O)c(F)c1)c1cc2c(cc1C)C(C)(C)CCC2(C)C`?
TK-10: 102; SF-295: 73; SN12C: 85; PC-3: 73; U251: 75; 786-0: 97; UO-31: 93; DU-145: 108; SF-539: 81

Results for CC(=O)Nc1ccc(-n2cnc3cc(-c4ccc(O)cc4)ccc32)cc1 ?
TK-10: 134; SF-295: 103; SN12C: 99; PC-3: 111; U251: 83; 786-0: 111; UO-31: 68; DU-145: 114; SF-539: 72

Results for O=C(/C=C/c1cccc(Cl)c1)c1cccc(OCCCCOc2cccc(C(=O)/C=C/c3cccc(Cl)c3)c2)c1 ?
TK-10: 109; SF-295: 103; SN12C: 93; PC-3: 92; U251: 69; 786-0: 99; UO-31: 72; DU-145: 97; SF-539: 97

Results for CCOC(=O)c1ccc(NCn2nc(-c3cc(-c4ccccc4)nc4ccccc34)oc2=S)cc1 ?
TK-10: 109; SF-295: 100; SN12C: 96; PC-3: 96; U251: 96; 786-0: 89; UO-31: 79; DU-145: 100; SF-539: 92

How did Fc1ccc(-n2cc(COc3ncnc4c3cnn4-c3ccccc3)nn2)cc1Cl do in these assays?
TK-10: 124; SF-295: 101; SN12C: 100; PC-3: 107; U251: 103; 786-0: 102; UO-31: 91; DU-145: 109; SF-539: 102

Results for Cc1[nH]c(C(=O)Nc2ccc(S(=O)(=O)N3CCCCC3)cc2OCCOCCOCCOCCOCCOCCOCCOCCOCCOc2cc(S(=O)(=O)N3CCCCC3)ccc2NC(=O)c2[nH]c(C)c3c2CCCCC3=O)c2c1C(=O)CCCC2 ?
TK-10: 8.5*; SF-295: 31; SN12C: 23; PC-3: 29; U251: 24; 786-0: 40; UO-31: 40; DU-145: 47; SF-539: 14

Results for CCOC(=O)CCC(=O)OCC ?
TK-10: 103; SF-295: 104; SN12C: 101; PC-3: 97; U251: 100; 786-0: 106; UO-31: 99; DU-145: 107; SF-539: 103

How did CC(=O)N1N=C(c2cc3ccccc3oc2=O)CC1c1cn(-c2ccccc2)nc1-c1ccc(Cl)cc1 (stereo not drawn) do in these assays?
TK-10: 99; SF-295: 97; SN12C: 89; PC-3: 93; U251: 101; 786-0: 101; UO-31: 97; DU-145: 103; SF-539: 71

How did COc1ccc(/C=C\C(=O)OCCCCOC(=O)/C=C/c2ccc(OC)cc2)cc1 do in these assays?
TK-10: 107; SF-295: 99; SN12C: 99; PC-3: 88; U251: 102; 786-0: 105; UO-31: 83; DU-145: 107; SF-539: 99

How did CN=c1scc(-c2ccc(OC)cc2)n1NC(=O)Cn1nc(-c2ccccc2)ccc1=O do in these assays?
TK-10: 111; SF-295: 100; SN12C: 115; PC-3: 108; U251: 102; 786-0: 101; UO-31: 86; DU-145: 105; SF-539: 91

How did COc1ccc(C2c3sc4c(Br)cccc4c3Oc3ncnc(N)c32)cc1 (stereo not drawn) do in these assays?
TK-10: 110; SF-295: 86; SN12C: 89; PC-3: 65; U251: 91; 786-0: 88; UO-31: 42; DU-145: 102; SF-539: 85

Results for COc1cc(C(=O)NNC(=O)c2ccccc2O)cc(OC)c1OC ?
TK-10: 86; SF-295: 98; SN12C: 98; PC-3: 71; U251: 92; 786-0: 98; UO-31: 74; DU-145: 104; SF-539: 98

What do the screens show for `OCCC(N1CCOCC1)C(O)(c1ccccc1)c1ccccc1` (stereo not drawn)?
TK-10: 92&102; SF-295: 90; SN12C: 89&98; PC-3: 88&91; U251: 107; 786-0: 103&102; UO-31: 82; DU-145: 104&116; SF-539: 102&99

How did COc1cc(/C=C2\Oc3cc(OCCCN4CCCC4)ccc3C2=O)cc(OC)c1 do in these assays?
TK-10: 101; SF-295: 86; SN12C: 79; PC-3: 39; U251: 18; 786-0: 74; UO-31: 53; DU-145: 34; SF-539: -90*

What do the screens show for `CC(=O)OCC1OC(OC2C(COC(C)=O)OC(OCCC[S-])C(OC(C)=O)C2OC(C)=O)C(OC(C)=O)C(OC(C)=O)C1OC(C)=O.[Au+].c1ccc(CN2[CH-]N(Cc3ccccc3)C(c3ccccc3)=C2c2ccccc2)cc1` (stereo not drawn)?
TK-10: 39; SF-295: 7.3*; SN12C: 9.3*; PC-3: 18; U251: 5.2*; 786-0: 9.0*; UO-31: 9.5*; DU-145: 26; SF-539: 36

Results for C=C(C[n+]1ccccc1)[C@@H]1CC[C@]2(C(=O)O)CC[C@]3(C)[C@H](CC[C@@H]4[C@@]5(C)CC[C@H](O)C(C)(C)[C@@H]5CC[C@]43C)[C@@H]12 ?
TK-10: 108; SF-295: 102; SN12C: 99; PC-3: 92; U251: 100; 786-0: 101; UO-31: 82; DU-145: 108; SF-539: 98

What do the screens show for `CC(=O)O[C@H]1CC[C@]2(C)[C@H]3CC[C@@H]4[C@H]5[C@H](C)C6(C)OC[C@]5(CC[C@@]4(C)[C@]3(C)CC[C@H]2C1(C)C)C[C@@H]6C(C)=O`?
TK-10: 110; SF-295: 97; SN12C: 89; PC-3: 49; U251: 77; 786-0: 97; UO-31: 95; DU-145: 99; SF-539: 83

What do the screens show for `CC1CCC2C(C)(C)C3CC12CC1OC13C` (stereo not drawn)?
TK-10: 104; SF-295: 104; SN12C: 97; PC-3: 100; U251: 102; 786-0: 98; UO-31: 109; DU-145: 117; SF-539: 99

Results for COc1cc2ccc(NC(C)=O)cc2cc1OC ?
TK-10: 123; SF-295: 76; SN12C: 103; PC-3: 97; U251: 101; 786-0: 111; UO-31: 103; DU-145: 141; SF-539: 114

How did Cn1[nH]cc(/C=N/C(N)=O)c1=O do in these assays?
TK-10: 109; SF-295: 115; SN12C: 108; PC-3: 108; U251: 103; 786-0: 100; UO-31: 106; SF-539: 113

What do the screens show for `Cc1nc2[nH]c(N)nc(=S)c2[nH]1`?
TK-10: 93; SF-295: 102; SN12C: 111; PC-3: 106; U251: 103; 786-0: 104; UO-31: 90; DU-145: 105; SF-539: 98

What do the screens show for `CCNC(=O)[C@H](O)[C@H](Cc1ccccc1)N(Cc1ccccc1)Cc1ccccc1`?
TK-10: 91; SF-295: 88; SN12C: 96; PC-3: 70; U251: 90; 786-0: 67; UO-31: 74; DU-145: 106; SF-539: 86

2 compounds picked at random from the list so far:
What do the screens show for `CCNC(=O)[C@H](O)[C@H](Cc1ccccc1)N(Cc1ccccc1)Cc1ccccc1`?
TK-10: 91; SF-295: 88; SN12C: 96; PC-3: 70; U251: 90; 786-0: 67; UO-31: 74; DU-145: 106; SF-539: 86

Results for COc1cc2ccc(NC(C)=O)cc2cc1OC ?
TK-10: 123; SF-295: 76; SN12C: 103; PC-3: 97; U251: 101; 786-0: 111; UO-31: 103; DU-145: 141; SF-539: 114

The listing continues.
How did CCCNc1nc2ccccc2c2c(=O)c3c(Cl)cccc3sc12 do in these assays?
TK-10: 138; SF-295: 103; SN12C: 116; PC-3: 89; U251: 89; 786-0: 102; UO-31: 82; DU-145: 107; SF-539: 112

What do the screens show for `c1ccc(CCCCc2ccc3ccccc3n2)cc1`?
TK-10: 90; SF-295: 106; SN12C: 105; PC-3: 77; U251: 91; 786-0: 102; UO-31: 91; DU-145: 111; SF-539: 101

How did CC(=O)C(N=Nc1ccc(-c2ccc(N=NC(C(C)=O)C(=O)Nc3ccccc3C)c(Cl)c2)cc1Cl)C(=O)Nc1ccccc1C (stereo not drawn) do in these assays?
SF-295: 98; SN12C: 98; PC-3: 99; U251: 101; 786-0: 98; UO-31: 88; DU-145: 111; SF-539: 99

How did COc1ccc(CCC2CCCC2C2CC2)cc1 (stereo not drawn) do in these assays?
TK-10: 93; SF-295: 111; SN12C: 98; PC-3: 96; U251: 105; 786-0: 109; UO-31: 95; DU-145: 107; SF-539: 98

How did Cc1ccc2nc(COc3ccc(NC(=O)Nc4ccc(Cl)c(Cl)c4)cc3)[nH]c2c1 do in these assays?
TK-10: 132; SF-295: 79; SN12C: 93; PC-3: 87; U251: 87; 786-0: 94; UO-31: 85; DU-145: 95; SF-539: 96

How did NC(=NCCCOc1ccc(F)cc1)Nc1ccc(Cl)c(Cl)c1 do in these assays?
TK-10: 69; SF-295: 77; SN12C: 66; PC-3: 64; U251: 70; 786-0: 68; UO-31: 52; DU-145: 80; SF-539: 79

What do the screens show for `CCN(CC)CCC(CNc1ccnc2cc(Cl)ccc12)c1ccc(OC)cc1` (stereo not drawn)?
TK-10: 46&59; SF-295: 1.9*!; SN12C: 61&71; PC-3: 62&67; U251: 51&59; 786-0: 74&62; UO-31: -3.1*; DU-145: 97&85; SF-539: -67*

How did CC(C)Cc1ccc(CC(=O)O)cc1 do in these assays?
TK-10: 112; SF-295: 126; SN12C: 102; PC-3: 103; U251: 107; 786-0: 110; UO-31: 88; DU-145: 120; SF-539: 106

What do the screens show for `O=C(Cc1csc2nc(-c3ccc(Cl)cc3)cn12)N/N=C/c1ccccc1O`?
TK-10: 57; SF-295: 38; SN12C: 61; PC-3: 55; U251: 42; 786-0: 33; UO-31: 27; DU-145: -8.6*; SF-539: 67

How did Brc1ccc(-c2nnc(N3c4ccccc4C=Cc4ccccc43)o2)cc1 do in these assays?
TK-10: 91; SF-295: 70; SN12C: 76; PC-3: 51; U251: 53; 786-0: 89; UO-31: 67; DU-145: 92; SF-539: 83

What do the screens show for `NC(N)=NC(N)=Nc1ccc(O)cc1`?
TK-10: 102; SF-295: 139; SN12C: 108; PC-3: 97; U251: 104; 786-0: 94; UO-31: 90; DU-145: 134; SF-539: 94

What do the screens show for `Cc1ccc(Nc2nc3n[nH]c(Nc4cccc(Cl)c4)c3c(=O)[nH]2)cc1`?
TK-10: 103; SF-295: 92; SN12C: 107; PC-3: 91; U251: 97; 786-0: 101; UO-31: 59; DU-145: 111; SF-539: 97

Arranged by molar mass (lowest first): 3 of the compounds above
How did NC(=NCCCOc1ccc(F)cc1)Nc1ccc(Cl)c(Cl)c1 do in these assays?
TK-10: 69; SF-295: 77; SN12C: 66; PC-3: 64; U251: 70; 786-0: 68; UO-31: 52; DU-145: 80; SF-539: 79

How did Cc1ccc2nc(COc3ccc(NC(=O)Nc4ccc(Cl)c(Cl)c4)cc3)[nH]c2c1 do in these assays?
TK-10: 132; SF-295: 79; SN12C: 93; PC-3: 87; U251: 87; 786-0: 94; UO-31: 85; DU-145: 95; SF-539: 96

How did CC(=O)C(N=Nc1ccc(-c2ccc(N=NC(C(C)=O)C(=O)Nc3ccccc3C)c(Cl)c2)cc1Cl)C(=O)Nc1ccccc1C (stereo not drawn) do in these assays?
SF-295: 98; SN12C: 98; PC-3: 99; U251: 101; 786-0: 98; UO-31: 88; DU-145: 111; SF-539: 99
